PAFAH2 inh – PAFAH2 enzyme inhibitors, primary screen, biochemical, fluorescence polarization, human; inhibition, % at 3.39 µM; Platelet-activating factor acetylhydrolase 2, cytoplasmic (Homo sapiens), Q99487; recombinant PAFAH2, FP-rhodamine activity probe; 340,000 tested, 0.99% active; AID 492956, 2010;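 active = inhibition above the mean over all tested compounds plus 3 SD, cut at about 30% in these data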;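 note: inhibitors block probe labeling of enzyme so polarization drops; 0% = enzyme with DMSO and 100% = wells lacking PAFAH2 protein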
LYPLA1 counter – LYPLA1 inhibitors, primary screen, counter-screen for PME1 inhibitor project, biochemical, fluorescence polarization, FP-Rh probe ABPP. 320,000 tested, 0.16% active. recombinant LYPLA1. inhibition, % at 5.9 µM;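 active = inhibition above the mean of all tested compounds plus 3 SD, set per campaign, cut at about 14% in these data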;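 note: inhibitors block serine hydrolase probe labeling of LYPLA1 so polarization falls; 0% = enzyme with DMSO and 100% = wells lacking LYPLA1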
Target sequence (O75608 whole entry, looked up): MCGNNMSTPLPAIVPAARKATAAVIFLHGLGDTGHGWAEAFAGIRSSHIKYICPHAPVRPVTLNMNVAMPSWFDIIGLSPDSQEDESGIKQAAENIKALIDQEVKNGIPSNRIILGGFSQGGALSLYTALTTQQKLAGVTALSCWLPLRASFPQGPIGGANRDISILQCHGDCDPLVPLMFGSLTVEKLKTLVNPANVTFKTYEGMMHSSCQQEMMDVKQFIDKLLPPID
ZTA counter – counter-screen for EBNA-1 inhibitors: inhibitors of Epstein-Barr virus ZTA; P03206; ZTA-DNA binding, fluorescence polarization; inhibition, % at 11 µM; 320,000 tested, 0.15% active; in the data active = inhibition above about 33%
Target sequence (P03206 whole entry, looked up): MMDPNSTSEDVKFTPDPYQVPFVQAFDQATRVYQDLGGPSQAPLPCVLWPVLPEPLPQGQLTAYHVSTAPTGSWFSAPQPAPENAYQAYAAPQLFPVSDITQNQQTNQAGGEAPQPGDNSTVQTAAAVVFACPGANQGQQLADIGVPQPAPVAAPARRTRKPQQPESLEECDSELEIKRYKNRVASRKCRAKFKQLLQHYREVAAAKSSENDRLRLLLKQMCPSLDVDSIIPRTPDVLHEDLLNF
GSTO1 inh – inhibitors of recombinant GSTO1, primary screen, counter-screen for RBBP9 inhibitor project, biochemical, fluorescence polarization; Glutathione S-transferase omega-1 (Homo sapiens), P78417; activity-based probe fluorescence polarization; inhibition, % at 5.96 µM; 300,000 tested, 1.1% active;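 active = inhibition above the campaign mean inhibition plus 3 SD, cut at about 35% in these data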;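 note: 0% = GSTO1-1 with DMSO and 100% = wells lacking GSTO1-1 enzyme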
PREPL inh – PREPL enzyme inhibitors, primary screen, biochemical, fluorescence polarization; recombinant PREPL, fluorescence polarization activity-based probe; 320,000 tested, 0.68% active; inhibition, % at 5.96 µM; Prolyl endopeptidase-like (Homo sapiens), Q4J6C6; in the data active = inhibition above about 43%;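 note: 0% = enzyme with DMSO and 100% = wells lacking enzyme; many of its hits are not listed in these tables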
PAFAH1B3 inh – PAFAH1B3 enzyme inhibitors, primary screen, biochemical, fluorescence polarization, human | 340,000 tested, 0.28% active | AID 492972, 2010 | inhibition, % at 3.39 µM | recombinant PAFAH1B3, FP-rhodamine probe;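 active = inhibition above the screen-wide average of all tested compounds plus 3 SD, cut at about 25% in these data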;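 note: 0% = enzyme with DMSO only and 100% = wells lacking PAFAH1B3 protein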
Target sequence (Q15102 whole entry, looked up): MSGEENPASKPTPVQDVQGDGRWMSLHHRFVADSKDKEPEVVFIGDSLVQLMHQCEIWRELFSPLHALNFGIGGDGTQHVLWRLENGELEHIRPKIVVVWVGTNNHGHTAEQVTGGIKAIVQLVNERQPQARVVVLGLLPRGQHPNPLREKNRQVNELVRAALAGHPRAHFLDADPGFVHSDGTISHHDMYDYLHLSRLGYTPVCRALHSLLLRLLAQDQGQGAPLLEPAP
LYPLA2 counter – LYPLA2 inhibitors, primary screen, counter-screen for PME1 inhibitor project, biochemical, fluorescence polarization, FP-Rh probe ABPP; Acyl-protein thioesterase 2 (Homo sapiens), O95372; recombinant LYPLA2; inhibition, % at 5.9 µM; 320,000 tested, 0.38% active; AID 2177, 2009;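 active = inhibition above the screen-wide mean plus 3 SD, limit set per campaign, cut at about 26% in these data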;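 note: 0% = LYPLA2 with DMSO and 100% = wells lacking LYPLA2 enzyme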
Target sequence (O95372 whole entry, looked up): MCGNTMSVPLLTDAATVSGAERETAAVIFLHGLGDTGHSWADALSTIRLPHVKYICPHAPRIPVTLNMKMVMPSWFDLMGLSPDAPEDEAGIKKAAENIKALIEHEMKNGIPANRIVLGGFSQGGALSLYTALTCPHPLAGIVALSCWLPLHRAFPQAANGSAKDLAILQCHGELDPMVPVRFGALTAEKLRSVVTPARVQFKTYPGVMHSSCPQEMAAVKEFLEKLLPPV
EBNA-1 inhibitor – EBNA-1 DNA-binding inhibitors, primary screen, biochemical, fluorescence polarization; inhibition, % at 14.8 µM; 300,000 tested, 0.34% active; in the data active = inhibition above about 28%
PAD4 FP inh – human PAD4 inhibitors, primary screen, biochemical, fluorescence polarization, 1536-well format; Protein-arginine deiminase type-4 (Homo sapiens), Q9UM07; recombinant PAD4, RCA probe fluorescence polarization; inhibition, % at 6.36 µM; 330,000 tested, 0.41% active; AID 485272, 2010;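 active = percent inhibition above a cutoff equal to the mean of all tested compounds plus 3 SD, cut at about 15% in these data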;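 note: 0% = PAD4 with RCA probe and DMSO and 100% = probe without PAD4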
Numbers without * were called inactive; · = no result given. An excerpt; count on the stated rates, not on these rows.

SMILES	PAFAH2 inh	LYPLA1 counter	ZTA counter	GSTO1 inh	PREPL inh	PAFAH1B3 inh	LYPLA2 counter	EBNA-1 inhibitor	PAD4 FP inh
Cc1cc(O)c(/C=N/c2ccccn2)c(=O)o1	-4	1	-9	-4	3	4	2	-10	2
COC(=O)c1ccccc1NC(=O)c1cc2nc(C3CC3)cc(C(F)(F)F)n2n1	6	-1	-1	6	12	4	6	1	4
CSC1=NCCCN1C(=O)c1c(-c2ccccc2Cl)noc1C	-4	2	1	10	0	5	-1	-8	1
CCOc1ccc(S(=O)(=O)N2CCN(C(=O)C3CC3C)CC2)cc1 (stereo unspecified)	0	·	·	·	-5	6	·	·	2
CCC(C)NC(=O)C1c2ccccc2C(=O)N1Cc1cc(OC)ccc1OC (stereo unspecified)	4	1	-3	-1	10	2	1	10	4
O=S(=O)(c1cccc(Br)c1)N1CCN(CCc2ccccc2)CC1	-4	6	-3	1	2	5	20	3	3
O=C(/C=C/c1ccc(Cl)cc1)N1CCN(c2c(Cl)cccc2[N+](=O)[O-])CC1	0	-5	-16	-6	-4	-2	5	-6	-1
COc1ccc(C2=NN3C(C2)c2ccccc2OC3c2cccs2)cc1 (stereo unspecified)	2	0	-5	2	10	7	8	14	-1
O=C(COC(=O)CCC(=O)c1cccs1)NCc1ccccc1	8	-2	2	1	-3	0	-3	-4	-2
C[C@@H](NC(=O)[C@@H]1Cc2ccccc2CN1)C(=O)NCC1CCCO1 (stereo partly specified)	6	4	3	0	4	8	-2	4	-2

Given with values under each structure: six of the compounds above
Screens in order: PAFAH2 inh | LYPLA1 counter | ZTA counter | GSTO1 inh | PREPL inh | PAFAH1B3 inh | LYPLA2 counter | EBNA-1 inhibitor | PAD4 FP inh
> COC(=O)c1ccccc1NC(=O)c1cc2nc(C3CC3)cc(C(F)(F)F)n2n1
→ 6 | -1 | -1 | 6 | 12 | 4 | 6 | 1 | 4
> CSC1=NCCCN1C(=O)c1c(-c2ccccc2Cl)noc1C
→ -4 | 2 | 1 | 10 | 0 | 5 | -1 | -8 | 1
> CCOc1ccc(S(=O)(=O)N2CCN(C(=O)C3CC3C)CC2)cc1 (stereo unspecified)
→ 0 | · | · | · | -5 | 6 | · | · | 2
> CCC(C)NC(=O)C1c2ccccc2C(=O)N1Cc1cc(OC)ccc1OC (stereo unspecified)
→ 4 | 1 | -3 | -1 | 10 | 2 | 1 | 10 | 4
> O=S(=O)(c1cccc(Br)c1)N1CCN(CCc2ccccc2)CC1
→ -4 | 6 | -3 | 1 | 2 | 5 | 20 | 3 | 3
> O=C(/C=C/c1ccc(Cl)cc1)N1CCN(c2c(Cl)cccc2[N+](=O)[O-])CC1
→ 0 | -5 | -16 | -6 | -4 | -2 | 5 | -6 | -1

(cont.)
SMILES	PAFAH2 inh	LYPLA1 counter	ZTA counter	GSTO1 inh	PREPL inh	PAFAH1B3 inh	LYPLA2 counter	EBNA-1 inhibitor	PAD4 FP inh
COc1ccc(CC2=C(O)c3ccccc3C(=O)C2=O)cc1	13	0	-2	12	-3	14	1	-1	-4
Nc1ccc(-c2nc3cc(N)ccc3o2)cc1	0	-1	-2	1	0	7	1	-3	8
CCOC(=O)C1(CC2CCCCO2)CCN(S(=O)(=O)c2ccc(C)s2)CC1 (stereo unspecified)	2	1	11	1	19	-2	0	-7	2
CCc1nnc(NC(=O)c2cc([N+](=O)[O-])ccc2N2CCOCC2)s1	0	-3	7	0	-6	4	-1	17	-2
CCOc1ccc(-n2c(=O)c3sccc3n(CC(=O)NC3CCCCC3)c2=O)cc1	2	7	12	-2	8	6	9	-16	-2
CSc1ccc(/C=c2\s/c(=C\C(=O)C(C)(C)C)n(CC(=O)NCCC3=CCCCC3)c2=O)cc1	-9	-6	4	-1	10	-3	-5	-1	3
CCOc1ccc(C2NC(=O)C(C#N)=C(S)N2c2ccc(OC)cc2)cc1OC (stereo unspecified)	7	-2	10	-3	1	7	-5	4	1
O=C(O)c1cc(/C=N\O)ccc1OCc1ccccc1	-7	0	9	-9	8	-4	4	4	3
CC(C)(C)NC(=O)c1ccccc1NC(=O)C1CC(=O)N(C2CCCCC2)C1 (stereo unspecified)	-4	-3	5	0	8	4	-1	9	0
Fc1ccccc1COc1cccc(/C=N/n2cnnc2)c1	-2	2	-10	9	13	2	5	-3	3
COc1cc(C2NC(=O)NC(c3ccccc3)=C2C(C)=O)cc([N+](=O)[O-])c1O (stereo unspecified)	3	3	-10	2	18	10	9	2	0
COc1ccc(/C(C)=N/NC(=O)CNC(=O)C(c2ccccc2)c2ccccc2)c(OC)c1	10	-1	-11	-3	1	14	1	-8	-5
CC(=O)Oc1cccc(/C=N\NC(=O)C(=O)N/N=C/c2cccc(OC(C)=O)c2)c1	-1	-3	-8	·	5	3	3	·	4
CCOC(=O)c1c(C)[nH]c(C)c1C(=O)COc1ccc(NC(=O)c2ccco2)cc1	-1	-1	1	1	1	7	-1	12	3
O=C(NCCCN1CCOCC1)c1cc(-c2ccc(F)cc2)nc2ccccc12	-1	0	-3	·	-8	8	2	·	-1
CN1CCN(S(=O)(=O)c2ccc3ccccc3c2)CC1	1	4	10	6	-7	2	-2	3	-1
COc1ccccc1NC(=O)N1CCCC1C(=O)Nc1ccc2c(c1)OCCO2 (stereo unspecified)	7	0	3	2	1	7	4	-16	-1
O=C(Cc1ccc(S(=O)(=O)N2CCOCC2)s1)Nc1ccc(S(=O)(=O)N2CCCCC2)cc1	5	-13	-11	-19	9	-9	-2	-6	-5
C/C(=N\NC(=O)c1cccc(S(=O)(=O)Nc2cccc(Cl)c2)c1)c1cccs1	-9	-3	-19	2	16	0	0	0	5
Cc1cc2c(cc1S(=O)(=O)Nc1cccc(F)c1C)NC(=O)CO2	7	-4	0	20	1	8	-2	-14	-2
CCOC(=O)c1ccc(NC(=S)NN2CCOCC2)cc1	3	0	-5	1	20	1	-1	16	1
CC(C(=O)Nc1ccc2c(c1)OCO2)N1CCC(N2CCCCC2)CC1 (stereo unspecified)	2	-5	1	·	15	-2	-5	·	0
NC(=O)C[C@@H]1NC(=O)CNC(=O)c2cc([N+](=O)[O-])cc(I)c2NCCC(C(N)=O)NC1=O (stereo partly specified)	8	-1	-3	1	-8	-5	2	6	-6
COc1ccc(OCCNC(=O)/C=C/c2ccc([N+](=O)[O-])cc2)cc1	1	-4	3	-4	19	4	5	11	2
CC(=O)c1c(C)nn(C(C)CC(=O)O)c1C (stereo unspecified)	9	5	0	8	4	0	4	-6	5
Cc1onc(-c2ccccc2Cl)c1C(=O)Nc1ccccc1O	-2	2	-17	-4	16	4	2	0	-1
CCOCCCNc1ncnc2c1[nH]c1ccccc12	-7	-3	16	1	-14	10	-4	-6	-5
O=C(Nc1ccc(OC(F)F)cc1)c1cc(S(=O)(=O)N2CCCCC2)ccc1N1CCOCC1	6	-3	-3	·	5	5	5	·	2
CN(C(=O)COC(=O)c1ccccc1OCc1ccc(F)cc1)C1CCS(=O)(=O)C1 (stereo unspecified)	2	5	4	·	7	2	-5	·	-4
Cn1c(=O)c2c(nc(Cl)n2CC(=O)NC2(C#N)CCCCC2)n(C)c1=O	5	-3	4	-1	11	3	-10	-4	-5

Part of the list above, as labelled records.
CCOC(=O)c1ccc(NC(=S)NN2CCOCC2)cc1
  PAFAH2 inh = 3; LYPLA1 counter = 0; ZTA counter = -5; GSTO1 inh = 1; PREPL inh = 20; PAFAH1B3 inh = 1; LYPLA2 counter = -1; EBNA-1 inhibitor = 16; PAD4 FP inh = 1
CC(C(=O)Nc1ccc2c(c1)OCO2)N1CCC(N2CCCCC2)CC1 (stereo unspecified)
  PAFAH2 inh = 2; LYPLA1 counter = -5; ZTA counter = 1; GSTO1 inh = ·; PREPL inh = 15; PAFAH1B3 inh = -2; LYPLA2 counter = -5; EBNA-1 inhibitor = ·; PAD4 FP inh = 0
NC(=O)C[C@@H]1NC(=O)CNC(=O)c2cc([N+](=O)[O-])cc(I)c2NCCC(C(N)=O)NC1=O (stereo partly specified)
  PAFAH2 inh = 8; LYPLA1 counter = -1; ZTA counter = -3; GSTO1 inh = 1; PREPL inh = -8; PAFAH1B3 inh = -5; LYPLA2 counter = 2; EBNA-1 inhibitor = 6; PAD4 FP inh = -6

Next section
SMILES	PAFAH2 inh	LYPLA1 counter	ZTA counter	GSTO1 inh	PREPL inh	PAFAH1B3 inh	LYPLA2 counter	EBNA-1 inhibitor	PAD4 FP inh
Cc1noc(C)c1COc1cccc(C(=O)OC(C)C(=O)Nc2c(C)n(C)n(-c3ccccc3)c2=O)c1 (stereo unspecified)	1	-2	16	5	-1	4	-5	11	0
Cc1cc(NC(=O)CSc2n[nH]c(-c3ccccc3Br)n2)no1	7	·	·	·	12	2	·	·	-7
Cc1ccc(O)c(CNn2cnnc2)c1	15	3	2	5	3	4	-4	14	-4
Cc1cccc(Nc2nc(N)nc(CN3CCN(C)CC3)n2)c1	0	-6	-10	3	8	6	0	-2	-1
c1ccc2c(-c3csc(-c4ccncc4)n3)c[nH]c2c1	-1	3	-6	2	20	6	3	-2	-1
COc1cc(C(=O)NNC(=S)Nc2ccc(S(N)(=O)=O)cc2)cc(OC)c1OC	6	0	-5	3	-2	10	7	-5	2
COc1cccc(/C=C/C(=O)c2ccc(NS(=O)(=O)c3ccc(C)cc3)cc2)c1	-29	-27	-5	-24	6	-29	-47	-9	-2
Cc1cccc(NC(=S)NCCc2ccc(S(N)(=O)=O)cc2)c1C	7	-2	13	-2	-3	-1	-7	8	0
COc1ccc(CNC(=O)CN(Cc2ccc(OC)cc2)C(=O)CCC(=O)Nc2nccs2)cc1	2	-1	5	3	2	1	0	-9	-6
COc1cc(/C=C2\SC(=S)N(C(C(=O)O)c3ccccc3)C2=O)cc(OC)c1OC (stereo unspecified)	2	0	12	-1	-3	7	-2	13	-6
CCN1C(=O)c2ccccc2Sc2ccc(C(=O)NCCN3CCOCC3)cc21	1	2	11	2	1	2	3	4	5
O=C(COC(=O)C1CC2CCCC(C1)C2=O)NNC(=O)c1ccccc1F (stereo unspecified)	7	2	-14	4	1	5	4	-19	-6
COc1ccc(NC(=O)CN(C)C(=O)c2cc(-c3ccc(Cl)cc3)nc3ccccc23)cc1	-4	-8	-16	-6	-6	-10	-12	-1	7
C[C@H](NC(=O)c1ccco1)C(=O)NNC(=O)c1ccc(F)cc1	-4	·	·	·	1	13	·	·	-1
Cc1ccc(N(Cc2cc3ccc(C)cc3[nH]c2=O)S(=O)(=O)c2ccccc2)cc1	2	-6	5	-2	-34	2	-4	6	4
CSc1ccc2[nH]c(=O)cc(C)c2c1	-5	4	-21	-7	14	10	3	2	1
Cc1ccccc1OCC(=O)Nc1ccc(NC(=O)c2ccco2)cc1	3	-8	0	-1	7	2	-19	3	-7
CCCCn1c(N)c(N(CC)C(=O)c2cc(S(=O)(=O)N3CCCCCC3)ccc2OC)c(=O)[nH]c1=O	-3	1	-6	5	14	5	-2	-10	-2
CCc1c(O)nc(SCC(=O)Nc2nc3ccccc3s2)n(-c2ccccc2)c1=O	11	3	-10	-3	4	10	7	-3	6

Source: PubChem BioAssay (The Scripps Research Institute Molecular Screening Center)
